# TbREL1 primary = TbREL1 inhibition, primary screen; inhibition, % at 9.66 µM; AID 1117264; hit rate 0.49% among 89,000; P86926; TbREL1 RNA ligation, FRET fluorescence;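 active = inhibition above the mean inhibition across all screened compounds plus 3 SD, cut at about 11% in these data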;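 also: 0% = plate median of test wells and 100% = NSC42067 control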
# Target sequence (P86926 whole entry, looked up): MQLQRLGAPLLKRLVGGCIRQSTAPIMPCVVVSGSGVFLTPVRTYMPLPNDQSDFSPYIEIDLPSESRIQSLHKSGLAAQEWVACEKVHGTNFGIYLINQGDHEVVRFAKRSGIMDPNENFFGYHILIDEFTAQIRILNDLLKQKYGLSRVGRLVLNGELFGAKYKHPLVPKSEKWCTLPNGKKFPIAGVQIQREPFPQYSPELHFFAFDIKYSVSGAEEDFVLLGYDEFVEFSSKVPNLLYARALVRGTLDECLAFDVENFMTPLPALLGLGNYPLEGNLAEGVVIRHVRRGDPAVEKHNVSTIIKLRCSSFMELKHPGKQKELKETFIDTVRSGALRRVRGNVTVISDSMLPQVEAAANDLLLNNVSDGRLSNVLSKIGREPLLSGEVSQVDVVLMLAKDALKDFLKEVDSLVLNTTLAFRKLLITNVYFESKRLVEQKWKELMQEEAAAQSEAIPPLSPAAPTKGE
# Numbers without * were called inactive. Some of the compounds tested. The share of hits here may be higher or lower than overall.
TbREL1 primary	SMILES
-1	COc1ccc(C2=NNC(c3cccnc3)=Nc3ccc(OC)cc32)cc1
-2	CCCc1cc(=O)[nH]c(SCC(=O)N(CC)c2c(N)n(Cc3ccccc3)c(=O)[nH]c2=O)n1
2	Nn1c(C2CCCCC2)nc2ccccc2c1=O
-5	CN1CCN(S(=O)(=O)c2cccc(C(=O)Nc3sccc3C(N)=O)c2)CC1
1	Cc1ccc(C(=O)NNC(=O)C(C)Sc2nc(N)cc(N)n2)cc1 (stereo unspecified)
-7	O=C(NCC1CCCO1)c1ccc2c(c1)N(Cc1ccc(F)cc1)CCS2 (stereo unspecified)
-2	COc1ccc(-c2csc(NC3CCCCC3)n2)c(OC)c1
0	O=C(Nc1ccc(F)cc1F)c1cc2ncc(Br)cn2n1
3	CCN(CC)CCCNC(=O)C(C)n1c2ccccc2c2nc(=O)cc(C)n21 (stereo unspecified)
-1	CCn1c(O)c(N=Nc2ccc(Cl)c(C(=O)O)c2)c2ccccc21
-5	Nc1c(N2CCCC2)c2ccccc2oc1=O
-2	C[C@H](CO)NC(=O)[C@H](C)[C@H]1C[C@]1(C)[C@H](NC(=O)OCc1ccccc1)c1ccccc1
0	O=S(=O)(N/N=C\C=C\c1ccccc1)c1ccc(Br)cc1
0	CC(=O)N1CCSc2ccc(S(=O)(=O)NCCc3ccc(Cl)cc3)cc21
2	COc1cccc(NC(=O)CSc2nc3c(oc4ccccc43)c(=O)[nH]2)c1

# 3 successive records already listed, quoted:
TbREL1 primary	SMILES
-1	COc1ccc(C2=NNC(c3cccnc3)=Nc3ccc(OC)cc32)cc1
-2	CCCc1cc(=O)[nH]c(SCC(=O)N(CC)c2c(N)n(Cc3ccccc3)c(=O)[nH]c2=O)n1
2	Nn1c(C2CCCCC2)nc2ccccc2c1=O

# (continued)
TbREL1 primary	SMILES
-6	Cc1ccc2nc(-c3ccncc3)c(NC3CCCC3)n2c1
12*	COC(=O)C1=C(C)N(C)C(=NCc2ccccc2C(F)(F)F)NC1c1ccc(C(F)(F)F)cc1 (stereo unspecified)
-1	COc1ccc(Cn2ccc3ccc(-c4ccc5ccn(C(=O)c6ccccc6C)c5c4)cc32)cc1
0	CCN(c1ccccc1)S(=O)(=O)c1cccc(C(=O)NCc2ccccc2CN2CCOCC2)c1
0	COC(=O)c1ccc2nc(C3CCCCC3)c(Cc3cccc(Cl)c3)n2c1
5	CCCC(=O)OCC1CN(Cc2ccco2)S(=O)(=O)c2c(F)cccc2O1 (stereo unspecified)
1	O=C(c1cnccn1)N(Cc1cccs1)C1(C(=O)NC2CCCC2)CCCCC1
2	CCc1cc(C(=O)OC)c(NC(=O)c2ccoc2C)s1
1	CCCC(=O)Nc1nnc(-c2ccccc2)o1
2	Cc1nc(Nc2ccc(F)cc2)nc(Nc2ccc(F)cc2)c1[N+](=O)[O-]
-1	CC(=O)Nc1cc(NC(C)=O)cc(C(=O)N2CCCC3CCCCC32)c1 (stereo unspecified)
-2	O=C(Nc1cccc(N2C(=O)C3C4C=CC(C4)C3C2=O)c1)c1cccs1 (stereo unspecified)
2	COc1ccccc1Cc1nnnn1CC(=O)O
4	CCN(CC)CCN(C(=O)CN1C(=O)c2ccccc2C1=O)c1nc2cc3c(cc2s1)OCO3
-4	CCOc1ccc(CCNC(=O)COC(=O)c2cc([N+](=O)[O-])ccc2N2CCOCC2)cc1OCC

# Structural class, those above containing bromine.
TbREL1 primary	SMILES
0	O=C(Nc1ccc(F)cc1F)c1cc2ncc(Br)cn2n1
0	O=S(=O)(N/N=C\C=C\c1ccccc1)c1ccc(Br)cc1

# (continued)
TbREL1 primary	SMILES
-2	COc1cccc(OC)c1C(=O)NC(=S)NCc1cccnc1
-3	O=C(NCc1ccc(Cl)cc1)C1CCN(C(=O)Cc2ccccc2)CC1
3	Nc1nc2ncccc2cc1C(=O)c1c[nH]c2ccccc12
-1	Cc1ccc(C)c(S(=O)(=O)N2CCN(C(=O)c3cc(S(=O)(=O)NCc4ccccc4)ccc3C)CC2)c1
2	O=C(NCC1COc2ccccc2O1)c1ccc(NC(=O)c2cc(F)ccc2F)cc1 (stereo unspecified)
-1	CCOC(=O)C1=CC[C@@H](c2ccccc2)N(S(=O)(=O)c2ccc(C)cc2)[C@H]1C=C(C)C
-2	O=C1C(c2ccccc2)SC(=Nc2ccccc2)N1S(=O)(=O)c1ccccc1 (stereo unspecified)
-1	CCCCOC(=O)c1ccc(NC(C)=O)cc1
-1	NS(=O)(=O)c1ccc(CNC(=O)c2scc3c2CCCC3)cc1
2	COc1ccc(CSCCNC(=S)Nc2ccccc2)cc1Cl
9	O=C(OCc1cn(Cc2ccc(C(F)(F)F)cc2)nn1)N1CCOCC1
-2	Cn1nccc1C(=O)OCC(=O)Nc1nc(-c2ccccc2)cs1
2	O=C(c1ccncc1)N1CCN(C2CCCCC2)CC1
3	CCCn1c(=O)c(C(=O)Nc2c(C)n(C)n(-c3ccccc3)c2=O)c(O)c2ccccc21
1	CCOC(=O)/C=C1\CC(=O)Nc2nonc2N1
-1	COc1ccc(-c2nnn(CC(=O)N(Cc3ccccc3Cl)C(C(=O)NCC3CCCO3)c3ccco3)n2)cc1OC (stereo unspecified)
-3	CCOC(=O)c1[nH]c2ccc(OCC)cc2c1NC(=O)CN1CCCC(C)C1 (stereo unspecified)
0	COc1ccc(Cc2nc(-c3ccc(NC(=O)c4cccnc4)cc3)no2)cc1
2	O=C(NCCCN1CCN(c2ccccc2F)CC1)C1CCCN(S(=O)(=O)c2cnc[nH]2)C1 (stereo unspecified)
-2	CN(C)C(=O)CSc1nc2ccccc2n1Cc1ccccc1
-4	Cc1ccc(Cn2cc(COC(=O)NCCc3c[nH]c4ccccc34)nn2)cc1
10	C#CCNC(=O)C[C@H]1C[C@@]2(C(=O)OC)C(=C[C@H](C3CCCC3)O[C@@H]2C)N(Cc2ccc(Cl)cc2Cl)C1=O
4	CCCCC1=CC2=CC(=O)C(C)(OC(=O)CC)C(=O)C2=CN1C1CCCC1 (stereo unspecified)
-2	O=C(Nc1ccc(F)cc1)Nc1ccc(Oc2ncnc3cc(Cl)ccc23)nc1
-1	Cc1cc(C(=O)C(C)OC(=O)C2=NNC(=O)CC2)c(C)n1-c1ccc(OC(F)F)cc1 (stereo unspecified)
2	CCOC(=O)C1C(=O)C=C(c2ccc(C)cc2)CC1c1ccccc1 (stereo unspecified)
2	Cc1ccc(CNC(=O)C(=O)NCC2OCCCN2S(=O)(=O)c2ccc(F)cc2)cc1 (stereo unspecified)
-2	COc1ccc(-c2nc(C#N)c(NCCN(C)C)o2)cc1
2	Cc1cn(CC(=O)NCCCc2ccccc2)c(=O)[nH]c1=O
-1	CC(=O)Nc1ccc(S(=O)(=O)Nc2cccc(-c3nc4cc(C)ccc4o3)c2)cc1
-2	COc1cccc(Cn2cc(COC(=O)Nc3ccc(F)cc3)nn2)c1
0	CCCCCn1c(C)c(CC(=O)Nc2ccc(Oc3cccnc3)c(C)c2)c2ccccc21
5	O=C(CN1CCCCC1)Nc1ccc(F)c(Cl)c1
0	c1ccc(C(c2ccccc2)N2CCN(c3nc4ccccc4n4cnnc34)CC2)cc1
-1	Cc1cccc(N=Cc2ccccc2O)c1C
-4	CCC[C@H]1[C@@H](NC(=O)c2cccc(Cl)c2)CC[C@@]23CCCN2C(=O)CCC[C@@H]13
-3	CC(C)CCn1nnnc1C(c1ccccc1)N1CCC(C(N)=O)CC1 (stereo unspecified)
7	CCC(=O)Nc1sc2c(c1C#N)CC(C)(CC)OC2 (stereo unspecified)
1	c1ccc(-c2csc(CN3CCCCC3)n2)cc1
-1	Cc1coc(C)c1C(=O)CC1(O)C(=O)N(Cc2ccccc2)c2ccccc21 (stereo unspecified)
0	Nc1nnc(SCC(=O)c2ccc3c(c2)NC(=O)CO3)s1
-2	O=C(O)c1ccc(NS(=O)(=O)/C=C/c2ccccc2)cc1
-3	O=C(NCCCc1ccccc1)[C@H](Cc1ccccc1)NC1(C(=O)NCCc2c[nH]c3ccccc23)CCC1
-1	CCSC1=C(C#N)C(c2ccc(C)o2)CC(=O)N1 (stereo unspecified)
0	OCC[C@H]1C[C@H](O)[C@@H](O)[C@]2(CCCO2)O1
-2	O=C1C=C(c2cccc(O)c2)C[C@@H](c2ccc(F)cc2)C1
0	Cc1noc(C)c1C(=O)NCCc1ccc(S(N)(=O)=O)cc1
-2	CC(=O)Nc1ccc(S(=O)(=O)N(CC(=O)NC2CC2)Cc2ccccc2)cc1
-1	C[C@H]1CC[C@]2(O[C@@H](CCO)C[C@@H](O)[C@@H]2O)O1
-1	O=S(=O)(NC12CC3CC(CC(C3)C1)C2)c1ccc(F)cc1
-3	COC(=O)c1cc(C#N)c(Oc2ccccc2)nc1C
2	C=CCn1c(=O)c2ccccc2n2nnc(C(=O)OCC)c12
3	O=C(NCCCN1CCCC1=O)Nc1ccc(Cl)cc1Cl
2	O=C(O)C1C2C=CC(O2)C1C(=O)Nc1ccc(S(=O)(=O)Nc2ccccc2)cc1 (stereo unspecified)
-1	CC(C)OC(=O)CSc1nnc(-c2ccc(Cl)cc2Cl)n1N
4	Cc1cccc(NC(=O)C2CCN(c3nccc(C)n3)CC2)c1
-1	CCOc1cc(/C=C(/NC(C)=O)C(=O)O)cc(Cl)c1OCc1cccc(Br)c1
0	CC(=O)c1c(C)[nH]c(C(=O)OCC(=O)Nc2c(C)n(C)n(-c3ccccc3)c2=O)c1C
-1	CCNC(=O)COC(=O)C1CCN(S(=O)(=O)c2ccc3c(c2)OCCO3)CC1
0	CC1=CCC(Cc2nc3ccccc3o2)C1(C)C (stereo unspecified)

# Printed as active in TbREL1 primary (from the list above):
TbREL1 primary	SMILES
12*	COC(=O)C1=C(C)N(C)C(=NCc2ccccc2C(F)(F)F)NC1c1ccc(C(F)(F)F)cc1 (stereo unspecified)

# Next section
TbREL1 primary	SMILES
-1	CC1(C)CC(=O)C(C=NCCN2CCOCC2)=C(O)C1
-3	CSc1cc(-c2ccc(Cl)cc2)c(C(=O)N2CCCC2)s1
4	CCOC(=O)[C@H]1[C@H]2COc3ccc(Br)cc3[C@@H]2N2C(=O)c3ccc(Cl)cc3NC(=O)[C@@]12C
2	CCSc1nnc(SCC(=O)NC2CCCCC2)s1
-7	CCN(CC)c1ccc(-c2n[nH]c(=S)n2-c2ccccc2C)cc1
-7	O=C(c1ccc2c(c1)OCCO2)C1CCN(C(=O)Nc2ccccc2F)CC1
1	CN(C1=NC(=O)C(CC(=O)O)S1)c1ccc(O)cc1 (stereo unspecified)
-5	CSCCC(NC(=O)c1ccco1)C(=O)N1CCN(Cc2ccccc2)CC1 (stereo unspecified)
2	CCCC(=O)Nc1ccc(NC(=O)Cc2ccccc2)cn1
-1	CN(NC1OC(=O)c2ccccc21)c1ccc(Cl)cc1[N+](=O)[O-] (stereo unspecified)
4	O=C(c1ccc(Cn2cc(Cl)cn2)cc1)N1CCN(c2ccccc2)CC1
-1	CCN(C(=O)c1cccc(S(=O)(=O)N2CCc3ccccc32)c1)C1CCS(=O)(=O)C1 (stereo unspecified)
-2	COc1ccc(S(=O)(=O)CCC(=O)Nc2ccc(OC)cc2OC)cc1
1	CCOc1ccc(C(=O)N(CC)CC(=O)Nc2ccc3c(c2)OCCO3)cc1
0	COCCNc1oc(COc2cccc(C)c2)nc1C#N
-3	Cc1ccc(OCc2nnc(SCC(=O)Nc3ccc4c(c3)OCO4)n2Cc2ccco2)cc1
-5	COC(=O)c1[nH]c(C)c(/C(O)=C2\C(=O)C(=O)N(CCN3CCOCC3)C2c2ccc(C)o2)c1C (stereo unspecified)
-2	CC1(C)Cc2ccccc2-c2c1c(=O)n(Cc1ccccc1)c1nnnn21
5	COc1ccc(CN(C)C(=O)C2CCN(S(=O)(=O)c3cccs3)CC2)cc1F
4	Cc1ccc(/C=N/NC(=O)NC2CCCCC2)o1
0	Cc1ccc2c(c1)C(=O)CCCCC(=O)N2
-2	Cn1cnc(S(=O)(=O)Nc2cc(-c3ccc(Cl)cc3)nn2C)c1
1	O=C(NCCC(=O)N1CCN(S(=O)(=O)c2ccccc2)CC1)c1ccc(Br)cc1
-3	Clc1cccc(-c2ccc(C=Nc3ccc(N4CCOCC4)cc3)o2)c1
-1	CC(=O)c1ccccc1NS(=O)(=O)c1c(C)nn(-c2ccccc2)c1C
-1	COc1cc(OC)cc(C(=O)NCCNC(=O)c2ccccn2)c1
1	Cn1c(CNC(=O)c2ccco2)nnc1SCC(=O)Nc1ccc(Cl)cc1
1	Cc1cc(C)c2c(C)c(C(=O)NCc3ccncc3)oc2c1
-1	COc1ccc(-n2ncc3c(N4CCC(C(N)=O)CC4)ncnc32)cc1
1	Cc1cccc(N(C)S(=O)(=O)c2ccc3c(c2)CCC(=O)N3)c1
-2	O=C(Cc1ccc(Cl)cc1)Nc1cccc2ncccc12
-3	CCCCNC(=S)NNC(=O)C12CC3CC(CC(C3)C1)C2
-1	CNc1nnc(-c2ccc(C)cc2)c2ccccc12
3	CCCC(=O)Nc1c(-c2ccc(C)cc2)c(=O)c2ccccc2n1C
1	O=C(COC(=O)CCNS(=O)(=O)c1cccs1)Nc1cc(C(F)(F)F)ccc1Cl
2	CN1CCN(C2Cc3ccccc3Sc3cc(C(F)(F)F)ccc32)CC1 (stereo unspecified)
5	CCN(CC)C(=O)CSc1nnc([C@@H](N)Cc2ccccc2)o1
-2	O=C(Nc1cccnc1)c1ccc2c(c1)C(=O)N(Cc1cccnc1)C2=O

# Part of the list above, field by field.
mol: OCC[C@H]1C[C@H](O)[C@@H](O)[C@]2(CCCO2)O1
  TbREL1 primary: 0

mol: O=C1C=C(c2cccc(O)c2)C[C@@H](c2ccc(F)cc2)C1
  TbREL1 primary: -2

mol: Cc1noc(C)c1C(=O)NCCc1ccc(S(N)(=O)=O)cc1
  TbREL1 primary: 0

# High-throughput results from PubChem.
